MsrA inh = inhibitors of bovine MsrA. purified bovine MsrA, absorbance read-out. inhibition, % at 15.5 µM. 360,000 tested, 0.75% active. AID 651718; in the data active = inhibition above about 4.5%;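 note: 0% = vehicle wells with enzyme and 100% = reference inhibitor wells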
bovine MsrA act = activators of bovine methionine sulfoxide reductase A | 360,000 tested, 0.3% active | purified bovine MsrA, absorbance read-out | activation, % at 10.6 µM; in the data active = activation above about 7.5%;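 note: 0% = vehicle and 100% = reference activator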
MLLE-PAM2 inh = blocks PAM2 peptide binding to the PABP1 MLLE domain | P11940 | GST-MLLE / FITC-PAM2 fluorescence polarization | inhibition, % at 20 µM | 360,000 tested, 0.36% active | AID 588489; in the data active = inhibition above about 35%, passing the limit was not always enough;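 note: plate controls were DMSO wells with GST-MLLE for no effect and wells lacking GST-MLLE protein for full effect; some results filed as inactive read as strong as hits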
Tb MetRS inh = blocks T. brucei methionyl-tRNA synthetase activity. AID 624268. purified T. brucei MetRS, ATP depletion, Kinase-Glo luminescence. inhibition, % at 11.9 µM. 360,000 tested, 0.4% active;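 active = inhibition above a per-plate cutoff of the control wells' mean inhibition plus 3 SD, cut at about 5.5% in these data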;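 note: 0% = DMSO wells median and 100% = median of wells with control inhibitor compound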
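assay system = parasite MetRS enzyme | timing = 15 min preincubation, 2 h reaction, all 25 °C | evaluation = percent inhibition relative to median high and low control wells | medium = HEPES buffer containing pyrophosphatase, BSA, spermine, DTT | compound = single dose, 11.9 µM final nominal, 0.9% final DMSO | detection = Kinase-Glo luminescence, ATP depletion format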
FAS-TE inh = inhibitors of human fatty acid synthase thioesterase domain; inhibition, % at 15 µM; recombinant FAS-TE, OMFH fluorogenic substrate, fluorescence endpoint; P49327; 360,000 tested, 0.67% active; AID 602261;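 active = compounds whose normalised, plate-corrected inhibition of enzyme fluorescence in the single-dose primary screen is 50% or more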;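 note: 0% = DMSO with enzyme and 100% = substrate without enzyme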
CSN inh = blocks human CSN-mediated cullin deneddylation; inhibition, % at 12.5 µM; AID 651999; 360,000 tested, 0.38% active; Q92905; Purified CSN, SCF-Nedd8-OG deneddylation, fluorescence polarization;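 active = pattern-corrected inhibition above about 35%, with an unprinted fluorescence ratio check between 0.5 and 1.5, limit read from the data, passing the limit was not always enough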;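 note: 0% = enzyme with substrate and 100% = substrate without enzyme; some results filed as inactive read as strong as hits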
Target sequence (Q92905 whole entry, looked up, one chain of several): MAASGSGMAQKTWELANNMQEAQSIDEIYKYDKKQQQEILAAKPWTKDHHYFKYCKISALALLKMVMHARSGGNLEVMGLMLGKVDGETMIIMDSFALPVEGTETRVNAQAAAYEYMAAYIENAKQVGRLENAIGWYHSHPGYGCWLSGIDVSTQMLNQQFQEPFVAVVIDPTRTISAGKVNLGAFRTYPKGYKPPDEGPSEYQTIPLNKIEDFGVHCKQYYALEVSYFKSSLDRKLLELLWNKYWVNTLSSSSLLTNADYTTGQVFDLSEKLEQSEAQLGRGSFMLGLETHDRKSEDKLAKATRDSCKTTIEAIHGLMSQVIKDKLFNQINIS
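assay system = purified human Csn5 enzyme expressed in HEK293T cells | amount = 0.24 nM enzyme | buffer or medium = Tris/NaCl/DTT buffer, pH 7.5 | reagent = 10 nM SCFSkp2-Nedd8OG | compound = one concentration, 12.5 µM, 0.25% DMSO | times = 90 min reaction at room temperature | signal = FP | read-out basis = % inhibition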
Neddylation inh = blocks human cullin neddylation; TR-FRET cullin neddylation, biochemical; P61081+Q13564; 360,000 tested, 0.58% active; calls only at 25 µM; AID 651699; in the data active = inhibition above about 36%
Target sequence (P61081 whole entry, looked up): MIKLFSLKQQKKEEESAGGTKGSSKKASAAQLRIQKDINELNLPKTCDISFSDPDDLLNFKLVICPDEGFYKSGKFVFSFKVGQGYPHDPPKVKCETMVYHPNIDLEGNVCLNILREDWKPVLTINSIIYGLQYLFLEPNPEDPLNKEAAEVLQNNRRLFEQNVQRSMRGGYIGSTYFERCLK
Target sequence (Q13564 whole entry, looked up): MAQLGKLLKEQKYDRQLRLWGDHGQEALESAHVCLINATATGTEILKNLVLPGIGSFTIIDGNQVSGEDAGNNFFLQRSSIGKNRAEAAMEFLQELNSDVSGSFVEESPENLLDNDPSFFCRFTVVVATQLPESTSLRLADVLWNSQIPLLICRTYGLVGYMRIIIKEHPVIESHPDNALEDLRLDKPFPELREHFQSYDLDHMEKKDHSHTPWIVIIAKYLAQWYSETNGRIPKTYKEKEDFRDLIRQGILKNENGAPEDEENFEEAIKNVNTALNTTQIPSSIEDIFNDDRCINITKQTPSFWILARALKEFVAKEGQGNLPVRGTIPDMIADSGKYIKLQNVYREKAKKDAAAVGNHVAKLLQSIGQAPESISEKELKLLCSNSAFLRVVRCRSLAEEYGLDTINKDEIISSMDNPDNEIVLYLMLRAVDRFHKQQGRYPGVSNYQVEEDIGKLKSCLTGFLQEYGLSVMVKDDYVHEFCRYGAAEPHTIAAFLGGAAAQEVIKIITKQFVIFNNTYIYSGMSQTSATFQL
Rin1 Abl inh = inhibitors of human Rin1-Abl protein interaction. P00519+Q13671. TR-FRET Rin1/Abl binding, biochemical. inhibition, % at 7.35 µM. 360,000 tested, 0.4% active. AID 588664; in the data active = inhibition above about 5%, passing the limit was not always enough
eLon inh = inhibitors of E. coli Lon protease; purified E. coli Lon protease, fluorescence polarization; inhibition, % at 7.94 µM; 360,000 tested, 0.42% active; in the data active = inhibition above about 13%, passing the limit was not always enough;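 note: 0% = enzyme with probe and DMSO and 100% = no enzyme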
Numbers without * were called inactive; i = inactive; nt = not tested or not shown; + = active, no number; & = joins results of further samples.

SMILES	MsrA inh	bovine MsrA act	MLLE-PAM2 inh	Tb MetRS inh	FAS-TE inh	CSN inh	Neddylation inh	Rin1 Abl inh	eLon inh
COc1cc(SC)ccc1C(=O)NCCOc1c(C)cc(C)cc1C	-0.9	-1	-7	-0.9	25	-5	i	-1	3
COc1ccccc1C(=O)N/C(=C\c1ccccc1)C(=O)NC(Cc1ccccc1)C(=O)O (configuration not stated)	0.6	-1	-17	-0.8	-1	0	i	2	2
COc1ccccc1N=C(C)C1=C(O)CC(c2ccccc2)CC1=O (configuration not stated)	0.6	-2	-2	0.1	6	0	i	0	-7
COc1cc(/C=C(\C#N)C(=O)c2c[nH]c3ccccc23)cc(OC)c1O	3.5	-3	-141	3.8	-6	166	i	0	-321
c1ccc(CSc2ncnc3ccccc23)cc1	0.7	-2	-13	-0.2	12	1	i	1	0
Cc1c(C(=O)N2CCN(Cc3ccc4c(c3)OCO4)CC2)sc2ncnc(N3CCN(c4ccccc4)CC3)c12	1.6	-5	5	-0.6	29	1	i	2	-3
NC(=O)c1ccc(NC(=O)CSc2nncn2-c2ccccc2)cc1	-0.2	-4	-17	0.6	-3	-3	i	0	2
O=C(NCCc1c[nH]c2ccccc12)/C(=C\c1cccnc1)NC(=O)c1cccs1	2.4	-5	-3	-0.9	-10	-11	i	-3	-14
CN(C)/C=C1\NC(=S)N(c2ccc(Cl)cc2)C1=O	0.3	-2	10	0.3	-6	9	i	0	-9
Cc1cc(C)n(CCC(=O)N/N=C/c2ccc(O)cc2O)n1	2.3	-14	8	1.2	-12	-2	i	0	-1
C=CCn1c(COc2cccc(C)c2)nnc1SCC(=O)c1c(N)n(C)c(=O)n(C)c1=O	-0.6	-4	-26	-0.1	-9	1	i	1	-5
N#C/C(=C\c1cccc(O)c1)C(=O)N1CCCCC1	0.5	-3	11	0.1	-1	-3	i	0	-12
CCc1ccc2c(c1)C(=O)C[C@]1(CCC[C@H](C)C1)O2	-0.3	-5	-2	-0.2	17	1	+	-2	8
CC(C)(C)n1cnc2cc(NC(=O)c3cccs3)ccc21	-0.5	-2	-3	0.1	-2	1	i	-3	10
O=S(=O)(NC1=NCCCCC1)c1cc(F)ccc1F	1.7	-1	1	-0.2	-10	3	i	0	4
Cc1oc(-c2cccc(Cl)c2)nc1CSc1nc2c(c(=O)[nH]1)CCC2	nt	0	-18	-0.5	7	2	i	2	-9
O=C(NC1CCCC1)[C@@H]1CSC2c3ccccc3C(=O)N21 (some centres not stated)	-1.0	0	28	-0.7	-4	4	i	-2	7
O=C(CCn1nnc2ccccc21)N1CCN(c2ccccc2)CC1	-0.5	-1	0	0.1	-6	1	i	1	-5
Cc1ccc(C)c(NC(=O)C(OC(=O)c2cnc(C)cn2)c2ccccc2)c1 (configuration not stated)	0.5	-3	2	-0.1	-4	-2	i	-2	-7
CN(C)CC1CCCCC1OC(=O)/C=C/c1ccccc1 (configuration not stated)	0.9	-1	14	3.3	-8	0	i	-4	12
CCOc1ccccc1NC(=O)C(OC(=O)c1ccc(O)cc1)c1ccccc1 (configuration not stated)	-1.5	-10	5	-0.8	24	-17	i	1	-6
Cc1c(N=Cc2ccncc2)c(=O)n(-c2ccccc2)n1C	2.1	-5	6	-0.2	-1	1	i	1	-2
COc1ccccc1CNC(=O)CN(C)CC(=O)Nc1ccccc1Br	0.1	3	1	0.6	-3	3	i	0	-10
CCOc1ccc(CCNC(=O)COC(=O)COc2ccccc2C)cc1OCC	-0.4	2	2	-0.2	-5	-2	i	-1	7
CCc1ccc(C(=O)CN2CCSC2=N)cc1	0.6	-2	2	-0.7	-6	-6	i	5	7
N#Cc1cccc(Nc2c3c(nc4ccccc24)CCC3)c1	1.8	-4	6	-0.1	7	-1	i	-2	-7
COc1cccc(C2=CC(=O)CC(C)(C)C2)c1OC	0.3	1	12	-0.1	-3	2	i	-1	2
O=C(NC(=S)Nc1ccc(S(=O)(=O)N2CCCCC2)cc1)c1ccc(Cl)cc1	0.3	-2	33	-0.4	13	1	i	0	-3
CSC(=NC1CCCCC1)NS(=O)(=O)c1ccccc1	-0.6&-1.0	-1&-2	-5&-5	-0.3&-0.6	-3&-1	-7&5	i	2&1	-12&0
COc1ccc(NC(=O)CN(c2ccccc2)S(=O)(=O)N(C)C)cc1OC	1.2	-2	10	-0.5	-7	0	i	0	-1
COc1ccccc1CNS(=O)(=O)CCNC1CC1	0.2	-2	-10	-0.2	-12	2	i	-1	-5
Fc1ccc(-n2c(-c3ccco3)nc3nc4ccccc4nc32)cc1	2.1	2	-32	-0.6	-7	11	nt	-2	-23
COCCCNC(=O)C[C@H]1C[C@H](C(=O)N2CCCCC2)[C@@]2(C)c3[nH]c4ccc(Cl)cc4c3CCN2C1=O	-2.2	0	-3	-1.3	4	4	i	-1	7
CN(Cc1cn(Cc2ccccc2)nn1)C1CN(Cc2cn(Cc3ccccc3)nn2)S(=O)(=O)C1 (configuration not stated)	-1.6	-1	nt	-0.7	-14	-4	i	nt	-2
Cc1nnc(SCC2=C(C(=O)O)N3C(=O)C(NC(=O)C(C)n4nc(C(F)(F)F)cc4C)C3SC2)s1 (configuration not stated)	1.5	1	24	-0.1	-3	3	i	0	-4
CC1CCCC(C)N1C(=O)Cn1c(SCC(=O)Nc2ccc3c(c2)OCO3)nc2ccccc21 (configuration not stated)	0.1	-1	0	-0.2	11	-3	i	-5	-4
Cc1ccc(NC2=NC(C(=O)Nc3ccc(C)c(C)c3)CC(=O)N2)cc1 (configuration not stated)	-0.8	-1	3	0.1	-8	4	i	-2	4
O=C(CNC(=O)c1ccccc1F)N/N=C/c1cccs1	1.1	-5	-5	-1.4	-9	4	i	2	-3
COn1c(SC(C)C)nc2ccccc2c1=O	-0.3	-8	2	-0.9	3	3	i	-4	1
Nc1nc(N2CCN(Cc3ccccc3)CC2)n[nH]1	-1.0	-7	0	-0.7	1	-3	i	-1	-6
CCOc1cccc2sc(Nc3nc4ccc(NC(C)=O)cc4s3)nc12	0.9	1	-9	-0.2	-7	-4	i	-15	-5
S=C1SCN(CC2CC2)CN1CC1CC1	1.4	-5	38	-0.5	-3	2	i	0	3
O=C(CNC(=O)c1ccccc1)NCCc1nc2ccccc2[nH]1	-0.3	1	-11	-0.1	-4	5	i	-1	-10
CN(C(=O)c1ccc(NC(=O)Cc2cccc([N+](=O)[O-])c2)cc1)C1CC1	-0.1	-2	-3	-0.1	5	-1	i	-5	2
COc1ccc(Cn2cc(F)c(=O)n(CCC(C)C)c2=O)cc1[N+](=O)[O-]	1.3	2	8	-0.3	18	3	i	1	-3
CCc1nc2ccc(C(=O)NCc3ccco3)cc2nc1CC	0.9	-10	3	-0.4	-10	1	i	1	-8
N#Cc1c(NC(=O)COC(=O)c2ccc(S(=O)(=O)N3CCCC3)cc2)sc2c1CCCCC2	0.2	-11	21	-0.6	45	-1	i	2	2
CC(C)CC(=O)Nc1nnc(S(=O)(=O)Nc2ccccc2)s1	1.8	-4	12	-1.7	-3	0	i	3	1
Cc1c(C)c2cc(Cl)c(OCC(=O)NCCCN3CCCC3=O)cc2oc1=O	1.8	-1	-13	-0.1	0	3	i	-1	-4
Cc1cccc(-n2nnc(C(=O)NCc3ccc4c(c3)OCO4)c2N)c1	0.6	-8	-16	-0.6	-2	0	i	3	1
Cc1ccc(SCCNC(=O)/C=C/c2ccccc2Cl)cc1	-0.6	-1	-2	-0.2	32	2	i	-2	-9
CC1Sc2ccc(S(=O)(=O)CCC(=O)N3CCN(c4ccccc4F)CC3)cc2NC1=O (configuration not stated)	-0.2	-3	0	0.1	4	-4	i	1	3
COc1cc2c(cc1OC)C(C)N(S(=O)(=O)c1cccs1)CC2 (configuration not stated)	0.5	-1	-22	0.0	-2	0	i	3	2
C[C@@H]1C(c2ccc(F)cc2)=NN(c2ccccc2)[C@H]1C(=O)N1CCOC1=O	2.8	-7	10	-2.6	12	-2	i	-3	-13
Cc1ccc(C2=NNC(=O)C(c3c[nH]c4ccccc34)C2)cc1 (configuration not stated)	-0.1	-2	-82	0.4	4	6	i	1	4
Cc1onc(-c2ccccc2)c1C(=O)Nc1ccc(NC(=O)c2c(-c3ccccc3)noc2C)cc1	0.3	-3	-15	0.6	-3	2	i	-2	7
CC(C)(C)c1cc2cccnc2n1Cc1ccccc1	-0.8	-8	9	-1.6	-8	-2	i	-4	-9
CCCCN(Cc1cc2ccccc2[nH]c1=O)S(=O)(=O)c1ccc(C)cc1	1.1	4	-8	-0.1	12	3	i	0	1
CCOC(=O)NC(NCc1ccccc1)(C(F)(F)F)C(F)(F)F	0.2	-3	2	0.1	-6	4	i	-2	-22
CCOc1ccc(-c2nnc(NC(=O)Cc3cc(OC)c(OC)c(OC)c3)o2)cc1	-0.2	-2	-2	-0.3	-3	-3	i	1	-6

(listing goes on)
SMILES	MsrA inh	bovine MsrA act	MLLE-PAM2 inh	Tb MetRS inh	FAS-TE inh	CSN inh	Neddylation inh	Rin1 Abl inh	eLon inh
CC(C)(C)c1ccc(C(CC(=O)O)NC(=O)c2ccccc2F)cc1 (configuration not stated)	0.9	-6	-2	-1.4	-6	-4	i	0	-11
CN(C)c1ccc(S(=O)(=O)N2CCCCC2)cc1NC(=O)COc1ccccc1F	-0.2	-1	-3	0.3	12	-5	i	-4	1
Cc1nnsc1C(=O)Nc1ccccc1Cl	-1.4	-2	-6	-0.8	-4	-2	i	-2	1
O=C(COc1ccc(-n2cnnn2)cc1)NCCc1ccc(F)cc1	-1.7	-1	8	0.1	-2	3	i	1	-2
O=C(O)c1ccc(C(=O)O)c(C(=O)c2ccc(NC(=O)c3ccccc3)cc2)c1	1.4	0	-3	0.1	-4	-3	i	-2	-3
CCc1nc2ccc(C(=O)Nc3ccc(OC)c(OC)c3)cn2c1N(C)C(=O)c1cccc(OC)c1	0.4	-2	7	0.4	-1	-4	i	1	-12
COc1ccc(-c2cc(=O)c3c(O)c(OC)c(O)cc3o2)cc1	3.3	-13	7	-0.3	-5	3	i	1	5
C[C@H](CCC(=O)O)[C@H]1CC[C@H]2[C@@H]3CC[C@@H]4C[C@H](O)CC[C@]4(C)[C@H]3CC[C@]12C	-0.6	3	8	0.1	22	3	i	1	-14
CCOc1cccc(NC(=O)C2CC(=O)N(C)C2)c1 (configuration not stated)	-0.1	-12	6	-1.2	-11	1	i	0	-7
CC1C2Cn3c(nc4ccccc43)C1N(C(C)C)O2 (configuration not stated)	-0.8	-1	2	-0.1	-14	-3	i	1	-2

Whole records, looked up by structure. Order of values: MsrA inh | bovine MsrA act | MLLE-PAM2 inh | Tb MetRS inh | FAS-TE inh | CSN inh | Neddylation inh | Rin1 Abl inh | eLon inh
`CCc1nc2ccc(C(=O)Nc3ccc(OC)c(OC)c3)cn2c1N(C)C(=O)c1cccc(OC)c1` as listed: 0.4 | -2 | 7 | 0.4 | -1 | -4 | i | 1 | -12
`O=C(COc1ccc(-n2cnnn2)cc1)NCCc1ccc(F)cc1` as listed: -1.7 | -1 | 8 | 0.1 | -2 | 3 | i | 1 | -2
`CCOc1cccc(NC(=O)C2CC(=O)N(C)C2)c1` (configuration not stated) as listed: -0.1 | -12 | 6 | -1.2 | -11 | 1 | i | 0 | -7
`COc1ccc(-c2cc(=O)c3c(O)c(OC)c(O)cc3o2)cc1` as listed: 3.3 | -13 | 7 | -0.3 | -5 | 3 | i | 1 | 5
`CC(C)(C)c1ccc(C(CC(=O)O)NC(=O)c2ccccc2F)cc1` (configuration not stated) as listed: 0.9 | -6 | -2 | -1.4 | -6 | -4 | i | 0 | -11

Bioassay records: PubChem, several laboratories
